High-throughput results (PubChem BioAssay)
KCNK3 inh – human KCNK3 channel inhibition, primary screen | O14649 | CHO-KCNK3 thallium flux, FluxOR fluorescence; hits give low values | B-score at 10 µM | 340,000 compounds, 0.84% hits;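 active = B-score under library mean minus 4 SD, starting fluorescence ratio at most library mean plus 5 SD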;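 also: more negative B-score means stronger inhibition of thallium flux through KCNK3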
Target sequence (O14649 whole entry, looked up): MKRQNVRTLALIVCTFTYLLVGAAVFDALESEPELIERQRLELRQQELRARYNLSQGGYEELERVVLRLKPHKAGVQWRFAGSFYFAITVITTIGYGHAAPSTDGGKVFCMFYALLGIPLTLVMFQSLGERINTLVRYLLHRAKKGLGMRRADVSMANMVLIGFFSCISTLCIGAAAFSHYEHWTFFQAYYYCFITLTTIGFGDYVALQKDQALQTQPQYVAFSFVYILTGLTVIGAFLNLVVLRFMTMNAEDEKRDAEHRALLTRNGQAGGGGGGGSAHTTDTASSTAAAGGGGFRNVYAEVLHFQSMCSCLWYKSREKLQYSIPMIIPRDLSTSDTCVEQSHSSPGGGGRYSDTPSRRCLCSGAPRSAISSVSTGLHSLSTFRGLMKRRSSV
GSK3 alpha inh – inhibitors of human GSK-3 alpha kinase | 320,000 compounds, 0.1% hits | P49840 | ADP-Glo luminescence, 60 min | AID 2650 | inhibition, % at 10 µM;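 in the data active = inhibition above about 50%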;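 also: GST-tagged GSK-3 alpha with peptide substrate and 25 µM ATP; 0% = DMSO neutral wells and 100% = GW8510 positive control wells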
Target sequence (P49840 whole entry, looked up): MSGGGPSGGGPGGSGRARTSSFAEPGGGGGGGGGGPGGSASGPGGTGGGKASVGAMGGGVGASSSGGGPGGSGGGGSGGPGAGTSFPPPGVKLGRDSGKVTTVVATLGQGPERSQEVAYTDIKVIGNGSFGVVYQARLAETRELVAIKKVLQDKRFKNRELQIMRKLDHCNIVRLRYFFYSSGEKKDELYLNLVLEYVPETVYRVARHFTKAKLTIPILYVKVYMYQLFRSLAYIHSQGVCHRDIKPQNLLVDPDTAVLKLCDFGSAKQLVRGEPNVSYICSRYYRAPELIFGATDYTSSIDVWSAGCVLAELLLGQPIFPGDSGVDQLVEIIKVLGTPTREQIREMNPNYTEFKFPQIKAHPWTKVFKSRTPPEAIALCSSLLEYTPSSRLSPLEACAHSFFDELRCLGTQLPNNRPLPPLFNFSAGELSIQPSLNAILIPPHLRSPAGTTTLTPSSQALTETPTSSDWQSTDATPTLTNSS
Dyrk1A ADPGlo – inhibitors of rat Dyrk1A kinase; ADP-Glo luminescence, NFATc1 peptide; inhibition, % at 12.5 µM; 310,000 compounds, 0.43% hits; in the data active = inhibition above about 50%;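 also: plate controls were vehicle with enzyme for no effect and no enzyme for full effect; many of its hits are not listed in these tables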
Starred values were filed as active, the others as inactive; i = inactive. Only part of the results is shown; the hit share may differ from the screen's.

canonical_smiles	Dyrk1A ADPGlo	GSK3 alpha inh	KCNK3 inh
Cc1noc(C)c1NC(=O)N(C)C[C@H]1Oc2ccc(NC(=O)NC(C)C)cc2C(=O)N([C@H](C)CO)C[C@@H]1C	-0.2	0.4	i
CCCc1ncc(C[n+]2ccccc2C)c(N)n1	3.6	0.5	i
C[C@H]1CCC(=O)N(CCSc2ccc(Br)cc2)CC1	-7.5	20.8	i
O=C(NCc1ccccc1CN1CCCC1)c1cc2ccccc2o1	6.8	-2.4	i
O=C(CNS(=O)(=O)c1ccc(Br)cc1Cl)OCC(=O)N1CCCC1=O	-3.5	1.4	i
O=c1oc(CCO)cc2ccccc12	-1.4	0.9	i
O=C(OCC#CCSc1nnc(-c2cccc3ccccc23)o1)c1ccc2ccccc2c1	6.7	-1.4	i
CC(=O)c1cccc(N2C(=O)CC(N3CCN(S(=O)(=O)c4ccccc4F)CC3)C2=O)c1 (stereo not given)	-3.7	-0.6	i
CNc1snc(C)c1C(=O)OC(C)C(=O)Nc1cccc(OC)c1 (stereo not given)	1.5	-5.3	i
CC(C)(C)CNC(=O)c1cccc2c1C(=O)c1ccc(-c3cc4ccccc4o3)cc1S2(=O)=O	8.1	0.3	i
Cc1ccc(NC(=O)CCCOc2ccccc2)cc1S(=O)(=O)N1CCOCC1	3.9	-2.3	i
O=C1Cc2cc(S(=O)(=O)Nc3ccc(N4CCOCC4)cc3)ccc2N1	4.0	1.9	i
O=C(COC(=O)c1cc(=O)[nH]c2ccccc12)Nc1ccccc1F	5.2	2.0	i
C#CCOCCOCCOCCNc1nc(N2CCN(C(=O)C([C@@H](C)O)n3cc([C@@H](N)CCCCN)nn3)CC2)nc(N2CCN(C(=O)[C@H](CCCCN)n3cc([C@@H](N)CC(N)=O)nn3)CC2)n1 (stereo not given in full)	5.0	1.9	i
CCOc1ccc(NC(=O)CN(C)C(=O)Cn2c(=O)cnc3ccccc32)cc1OCC	-2.6	-1.7	i
COc1ccc(CNC(=O)CN2C(=O)NC(c3ccccc3)(c3ccccc3)C2=O)cc1	2.3	1.4	i
COc1ccc(CCNC(=O)COC(=O)c2ccc(C)s2)cc1	4.6	-0.8	i
Cc1cccc(NC(=O)CCC(=O)N2CCOCC2)n1	-1.9	0.2	i
CC(=O)Nc1ccc(S(=O)(=O)NCC(=O)OCC(=O)c2ccc[nH]2)cc1	6.0	-0.5	i
Cc1cc(C)cc(Nc2nc3c(S(=O)(=O)c4ccccc4)nnn3c3ccccc23)c1	-2.8	-0.8	i
NS(=O)(=O)c1cc2c(cc1Cl)NC(C1CC3C=CC1C3)NS2(=O)=O (stereo not given)	3.0	-3.0	i
O=C(NCCOc1ccccc1)c1ccc2n[nH]nc2c1	3.8	-3.4	i
Cc1cc(S(=O)(=O)NCCCN2CCOCC2)ccc1Br	-4.6	0.6	i
C1N2CN3CN1CN(C2)C3	9.1	-1.8	i
Cc1ccc(S(=O)(=O)N2CCN(C(=O)COC(=O)C3(C)CC3(Cl)Cl)CC2)c(C)c1 (stereo not given)	-0.6	-0.9	i
COC(=O)c1cc2ccc(OC)cc2c2cc(OC)c(OC)cc12	6.1	0.2	i
Cc1nc2cc(-c3ccccc3)nn2c(N)c1-c1ccccc1	6.5	1.5	i
CC(C)C(=O)N[C@H]1CCC2C3CC=C4C[C@@H](O)CC[C@]4(C)C3CC[C@@]21C (stereo not given in full)	-3.1	-3.2	i
COc1ccccc1/C=C/C(=O)OCC(=O)c1c[nH]c2ccccc12	-4.0	-1.0	i
O=C(CCCOc1ccccc1)N1CCN(S(=O)(=O)c2ccccc2)CC1	4.9	-2.9	i
COc1ccc([C@H]2CC(=O)C=C(c3cccc(C(C)C)c3)C2)cc1	1.7	-4.1	i
CC(C)CN(C(=O)CSc1nc2ccccc2c(=O)n1C)C1CCS(=O)(=O)C1 (stereo not given)	-5.2	0.6	i
Cc1onc(-c2c(Cl)cccc2Cl)c1C(=O)Nc1ccc2c(c1)OCCO2	-0.8	1.2	i
CC(=O)Nc1ccc(C(=O)N2CCN(S(=O)(=O)c3ccc4c(c3)OCCCO4)CC2)cc1	1.6	-0.1	i
Cc1cnc(C(=O)OCC(=O)Nc2ncc(Cl)cc2Cl)cn1	-0.7	2.5	i
O=C(Nc1nnc(C2CC2)s1)C1CCCCC1	2.5	-2.6	i
Cc1ccc(NC(=O)CSc2nnnn2C2CCCC2)cc1S(=O)(=O)N1CCOCC1	2.6	-2.1	i
CCOC(=O)C1=C(CC)Nc2ccccc2N/C1=N\S(=O)(=O)c1ccccc1OC	-2.5	-1.9	i
Cc1ccc(S(=O)(=O)NCC(=O)OCc2cc(=O)oc3c(C)c(C)ccc23)cc1C	0.0	-2.1	i
C[C@@H]1CN([C@H](C)CO)C(=O)c2cc(NC(=O)Nc3ccc(C(F)(F)F)cc3)ccc2O[C@H]1CN(C)S(=O)(=O)c1ccccc1	-7.4	1.6	i
COc1ccc(C(=O)O)cc1S(=O)(=O)Nc1ccc(N2CCCCC2)cc1	5.6	-1.0	i
Cc1[nH]n(-c2ccccc2)c(=S)c1C=Nc1ccc([N+](=O)[O-])cc1	-5.4	-0.6	i
NCCCCCc1cn([C@@H](CCC(=O)O)C(=O)NCCCCCCCCCCC(=O)N2CCNCC2)nn1	7.5	0.4	i
Cc1ccc(C)c(C(=O)CCC(=O)Nc2ccc(N3CCN(C)CC3)cc2C)c1	-0.8	-2.2	i
CC(NC(=O)COC(=O)c1ccc(S(=O)(=O)N2CCOCC2)cc1)c1ccccc1 (stereo not given)	1.4	-5.9	i
CCC1CCCCN1C(=O)CSc1nnc(N)s1 (stereo not given)	-6.4	-1.2	i
CCC(CO)Oc1cc(NC(=O)c2cccc(Cl)c2)c2ncn(C(C)C)c2c1 (stereo not given)	12.4	4.2	i
O=C(COC(=O)c1cccc(S(=O)(=O)N2CCCCCC2)c1)Nc1ccccc1C(F)(F)F	5.4	-2.3	i
O=C(OCC(=O)c1ccc[nH]1)C1=COCCO1	-4.7	2.9	i
Cc1cccc(N2CC(C(=O)Nc3ccccc3N3CCOCC3)CC2=O)c1C (stereo not given)	1.1	0.2	i
CS(=O)(=O)c1ccc(NS(=O)(=O)c2ccc(Cl)c(C(=O)NC3=NCCS3)c2)cc1	-1.1	0.5	i
COc1cc(OC)cc(-c2cc3nc(C)c(CCC(=O)O)c(C)n3n2)c1	8.5	3.6	i
CCCC(/C=C/c1ccc(OC(C)=O)cc1)=C1/c2ccccc2C(=O)N1c1ccccc1	9.8	-2.1	i
CCCn1c(N)c(C(=O)CSc2nnc(-c3c[nH]c4ccccc34)n2C2CC2)c(=O)[nH]c1=O	3.3	2.6	i
COc1cccc(NC(=O)CNc2cc(S(=O)(=O)N3CCOCC3)ccc2N2CCCC2)c1	-0.9	-2.6	i
COc1cccc(CN(C)C(=O)CCNC(=O)c2ccco2)c1	-0.1	-1.2	i
CC1(c2ccc(Cl)cc2)NC(=O)N(CC(=O)NCCC2=CCCCC2)C1=O (stereo not given)	4.4	3.5	i
CN(C(=O)COC(=O)Cc1c(F)cccc1Cl)c1c(N)n(Cc2ccccc2)c(=O)[nH]c1=O	-1.1	1.4	i
COC(=O)c1ccc(/C=C/C(=O)OCC(=O)c2ccc[nH]2)cc1	-5.3	-3.2	i
Cc1cc(Cl)nc(Cl)c1C(=O)NCCc1ccccc1	-3.2	-2.7	i

More entries.
canonical_smiles	Dyrk1A ADPGlo	GSK3 alpha inh	KCNK3 inh
CCC(CO)Oc1cc(NCc2ccccc2F)c2ncn(C(C)C)c2c1 (stereo not given)	8.4	3.0	i
O=C(CCC(=O)c1cccs1)OCC(=O)c1ccc(F)cc1	4.8	-2.3	i
O=C(CN1CCN(S(=O)(=O)c2cc(C(F)(F)F)ccc2Cl)CC1)N1CCc2ccccc2C1	1.9	1.8	i
COc1cccc(NC(=O)CN2C(=O)NC(CCc3ccccc3)C2=O)c1 (stereo not given)	3.6	-3.8	i
COc1ccc(NC(=O)CNc2ccccc2C(C)=O)cc1S(=O)(=O)N1CCOCC1	0.3	-0.9	i
CC(C)c1nc(SCC(=O)Nc2cccc3ccccc23)n[nH]1	-0.1	-3.0	i
O=C(COC(=O)/C=C/c1cccc(C(F)(F)F)c1)NCc1cccs1	2.0	-1.2	i
CC(C)(C)N(Cc1ccccc1)C(=O)COC(=O)c1ccc(N2CCCC2=O)cc1	-2.0	-0.1	i
Cc1ccccc1SCC(=O)NCC(c1ccc(F)cc1)N1CCOCC1 (stereo not given)	2.7	-1.1	i
COc1ccc(N2C(=O)N3[C@@H]4c5ccccc5OC[C@@H]4[C@@H](c4ccccc4)[C@@]3(C)C2=O)cc1	5.0	-6.0	i
CCC1(c2ccccc2)NC(=O)N(CC(=O)Nc2ccc(N3CCOCC3)cc2)C1=O (stereo not given)	2.3	1.3	i
O=C(COc1ccc(Cl)cc1)OCC(=O)N1CCOCC1	3.8	-6.5	i
COc1ccc2c(c1)CCCC21NC(=O)N(CC(=O)NCc2cccs2)C1=O (stereo not given)	0.3	-1.1	i
O=C(COC(=O)c1cc[n+]([O-])cc1)Nc1ccc(Cl)cc1Cl	2.5	-0.6	i
O=C(COC(=O)c1ccc(CO)cc1)c1ccc(S(=O)(=O)N2CCCCC2)cc1	6.1	-2.7	i
COc1ccc(S(=O)(=O)Nc2c(C)nn(C)c2C)cc1Br	-3.3	-2.5	i
O=C(NCC1COc2ccccc2O1)c1ccc(Cl)c(S(=O)(=O)N2CCOCC2)c1 (stereo not given)	2.0	-1.3	i
COc1ccc2oc(C(=O)Nc3nc(C)cs3)c(C)c2c1	-1.6	1.4	i
Cc1ccc(S(=O)(=O)Nc2ccc3c(c2)C(=O)N([C@H](C)CO)C[C@H](C)[C@@H](CN(C)Cc2ccc(-c4ccccc4)cc2)O3)cc1	-1.5	-1.0	i
COc1ccc(S(=O)(=O)N(C)C[C@H]2Oc3c(NC(=O)C4CC4)cccc3C(=O)N([C@H](C)CO)C[C@@H]2C)cc1	3.4	0.4	i
Cc1noc(C)c1COc1ccccc1C(=O)NNC(=O)c1ccc(F)cc1	-2.2	0.0	i
CN(CC(=O)Nc1ccc(F)cc1)C(=O)c1ccc(N2C(=O)CCC2=O)cc1	1.0	-3.4	i
C=CC[C@@H](CC(=O)N(CCO)Cc1ccccc1)C(=O)N[C@@H](C)COC(=O)[C@@H](CC=C)CC(=O)OC(C)(C)C	4.1	-1.7	i
Nc1c(C(=O)CSc2nnc(-c3ccccc3F)o2)c(=O)[nH]c(=O)n1C1CC1	0.8	-1.4	i

Sorted by the number under Dyrk1A ADPGlo (descending): 3 from the list above
canonical_smiles	Dyrk1A ADPGlo	GSK3 alpha inh	KCNK3 inh
O=C(NCC1COc2ccccc2O1)c1ccc(Cl)c(S(=O)(=O)N2CCOCC2)c1 (stereo not given)	2.0	-1.3	i
Cc1ccc(S(=O)(=O)Nc2ccc3c(c2)C(=O)N([C@H](C)CO)C[C@H](C)[C@@H](CN(C)Cc2ccc(-c4ccccc4)cc2)O3)cc1	-1.5	-1.0	i
Cc1noc(C)c1COc1ccccc1C(=O)NNC(=O)c1ccc(F)cc1	-2.2	0.0	i

(further entries)
canonical_smiles	Dyrk1A ADPGlo	GSK3 alpha inh	KCNK3 inh
COc1ccc(-c2cn(CCC(=O)O)c(C)n2)cc1	0.7	-0.9	i
Cc1cc(NC(=O)CSc2nc(-c3cccs3)nc3ccccc23)no1	-5.1	15.0	i
COc1cc(OC)cc(-c2sc3ccc(OC)cc3c2-c2ccc(O)cc2)c1	0.4	0.4	i
O=C(COc1ccccc1[N+](=O)[O-])OCC(=O)c1ccc(Br)s1	-1.4	-0.4	i
CCCCNC(=O)[C@@H]1CCCN1S(=O)(=O)c1cccc2cccnc12	4.5	0.1	i
Oc1cncc(-c2cccnc2)c1	-0.2	-1.1	i
CN(C(=O)c1ccc(NC(=O)Cc2cccc(NC(=O)C3CCN(C(=O)C4CCC4)CC3)c2)cc1)C1CCCC1	13.9	0.7	i
O=C(Cc1ccccc1F)Nc1cccc(S(=O)(=O)N2CCOCC2)c1	11.7	0.9	i
COC(=O)c1cccc(NC(=O)CCN2C(=O)C3CC=CCC3C2=O)c1 (stereo not given)	-1.0	-1.1	i
Cn1nnnc1Sc1ncnc2scc(Br)c12	5.2	1.6	i
CCCn1c(SCC(=O)c2c(N)n(C3CC3)c(=O)[nH]c2=O)nnc1-c1ccncc1	3.3	0.7	i
C[C@H](CO)N1C[C@H](C)[C@@H](CN(C)Cc2ccc(C(=O)O)cc2)Oc2c(NS(=O)(=O)c3ccc(F)cc3)cccc2C1=O	1.1	-2.7	i
CC(OC(=O)C1CSC2(C)CCC(=O)N12)C(=O)Nc1ccc(F)cc1 (stereo not given)	-1.5	4.1	i
COC(=O)c1ccc(CNC(=O)COC(=O)/C=C/c2cc(OC)c(OC)c(OC)c2)cc1	2.0	11.5	i
Cc1cccc(NC(=O)c2cc(NC(=O)C3CCCCC3C(=O)O)ccc2N2CCCCC2)c1 (stereo not given)	3.8	-4.1	i
O=C(Cc1c(F)cccc1Cl)N1CCN(S(=O)(=O)c2cccs2)CC1	-3.7	-5.7	i
